# T cell modulator = T cell immune modulation candidate; 2C CD8+ T cell-vesicle binding, flow cytometry; active compounds read low; calls only at 7 µM; 330,000 tested, 0.068% active;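 active means response, share of CD8 T cells binding vesicles, and their 90th percentile fluorescence all below set limits, cut at about 80% in these data, passing the limit was not always enough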
#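 Assay system – 2C mouse CD8+ T cells · Also added – QL9-loaded Drosophila micro-vesicles · Timing – Cell–vesicle co-incubation 1.5 h at 37 °C, staining 20 min on ice · Signal – flow cytometry of vesicle-bound cells · Measure – percent CD8+ FL2 mean versus row control · Controls – Peptide-free naked vesicles (low) and QL9 vesicles with 0.7% DMSO vehicle (high)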
# human PMI inhibition = inhibitors of human PMI, primary screen, biochemical, fluorescence intensity, coupled assay (AID 1209) | inhibition, % at 20 µM, or IC50 in µM where a hit was titrated | 190,000 tested, 0.42% active | purified PMI enzyme, coupled fluorescence intensity; higher % means a stronger effect; in the data active means inhibition above about 50%;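 further: plate controls were DMSO vehicle for no effect and wells lacking substrate for full effect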
# Lipid droplet = modulators of hepatic lipid droplet formation; 240,000 tested, 0.4% active; AML12 mouse hepatocytes, oleate lipid droplets, BODIPY imaging; inhibition, % at 6.5 µM;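 active means lipid droplet intensity inhibited by at least 50%, with more than 500 cells counted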
#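 Assay system: AML12 hepatocytes (mouse); Probe or stimulus: oleic acid at 100 µM to induce lipid droplet formation; Dosing: compound at 6.5 µM only; Schedule: compound with oleate, overnight; Detection: fluorescence imaging, 20x objective, two fields per well; Measure: % inhibition of lipid droplet signal.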
# Dynein transport = blocks dynein driven cargo transport along microtubules | 3617.4 mouse cells, GR-EGFP nuclear translocation imaging; test concentration mostly 20 µM; stimulated with dexamethasone, 1 µM; active compounds read low | z-score, hits read low | 220,000 tested, 0.47% active | AID 1381;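 active means plate z-score of nuclear minus cytoplasmic receptor signal below a set negative limit, without overly bright fluorescence or cell loss, cut at about -3.5 in these data, passing the limit was not always enough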;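 further: z-score of nuclear minus cytoplasmic ring GR-EGFP intensity difference per well; some compounds called inactive have numbers as strong as hits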
#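 Also added – dexamethasone, 1.0 µM final · Buffer or medium – tet-free, stripped-serum medium · Schedule – induction 48 h, compound 1 h, agonist 30 min · Detection – formaldehyde fixation, Hoechst nuclear stain, 10x automated fluorescence imaging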
# Myeloid diff 2 = myeloid differentiation induction. 360,000 tested, 1% active. ER-HoxA9 myeloid progenitors, lysozyme-GFP differentiation, flow cytometry. calls only at 10 µM. AID 624256;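 active means normalized GFP-positive differentiation at or above the plate's own cutoff, the solvent-only control mean plus 3 SD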;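 further: cells exposed to compound for four days before flow analysis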
# b-catenin transl = alters nuclear translocation of beta-catenin in HeLa cells; immunofluorescence imaging; 190,000 tested, 0.3% active; nuclear translocation activity, % at 5 µM;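 active means nuclear translocation activity above 50% at 5 µM, with a well cell count of 50 or more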;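 further: per-cell ratio of nuclear to cytoplasmic median beta-catenin stain intensity; plate controls were DMSO negative control for no effect and GSK-3 inhibitor IX positive control for full effect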
#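 Assay system: human HeLa cells, native beta-catenin; doses: 5 µM primary, 0.02–20 µM confirmation; incubation: compound treatment 24 h, 37°C, 5% CO2; technique: fluorescence imaging of beta-catenin antibody stain plus DAPI; measure: % activation, nuclear-to-cytoplasmic median beta-catenin signal ratio per cell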
# Insulin prom up = MIN6 insulin promoter up-regulation | MIN6 insulin promoter-GFP reporter, high-content imaging; active compounds read high | z-score at 5 µM | 190,000 tested, 0.3% active;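 active means z-score above 3 at 5 µM with at least 500 cells counted in the well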
# MT stabilize HCS = stabilizes microtubules in HeLa cells; % tubulin-high responders, % at 10 µM; 200,000 tested, 0.83% active; AID 2205; HeLa tubulin immunostaining HCS, 24 h; share of cells brighter than vehicle mean+2SD;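 active means plate Z-score above 3 for both tubulin-high and condensed-nucleus cell shares, with cell loss under 80%, at 10 µM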;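 further: anti alpha tubulin signal scored within the nucleus-defined area of each cell; some results filed as inactive read as strong as hits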
# TNAP activators = stimulation of alkaline phosphatase TNAP activity – biochemical, luminescent, no phosphate acceptor, uHTS, primary screen (AID 1001). purified TNAP, luminescent activation assay, no phosphate acceptor; higher activation fold means a stronger effect. activation fold at 20 µM, or EC50 in µM where a hit was titrated. 200,000 tested, 0.03% active; in the data active means activation fold from about 3, or a potency from the dose series; inactive means the rest, 99 in 100 with activation fold below about 1.6; further: many of its hits are not listed in these tables
# Dynein transport cytoplasmic EGFP = second read-out of Dynein transport, no call of its own (marks repeat the call); z-score; measured here: cytoplasmic GR-EGFP intensity; active compounds read high
# Dynein transport nuclear GR-EGFP = further read-out of Dynein transport, marked with its call; z-score; measured here: nuclear GR-EGFP intensity;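 lower value marks the stronger effect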
# Dynein transport cell count = also measured in Dynein transport; calls as there; z-score; measured here: cell count per field
# Insulin prom up cell count = second read-out of Insulin prom up, no call of its own (marks repeat the call); cell count; measured here: cytotoxicity, nuclei count;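 total cells summed across four imaged fields per well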
# Lipid droplet cells 6.5 µM = recorded beside Lipid droplet, whose call it bears; cell count; measured here: cell count, cytotoxicity flag;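 cells counted across two imaged fields per well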
# b-catenin transl cell count 5 µM = also measured in b-catenin transl; calls as there; cell count; measured here: cell count, cytotoxicity flag
# T cell modulator vesicle-bound % = recorded beside T cell modulator, whose call it bears; double positive events, %; measured here: CD8+ vesicle-bound cell fraction;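 binding gate set so that unloaded-vesicle control wells show 10% double positive cells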
# MT stabilize HCS Hoechst-high % = second read-out of MT stabilize HCS, no call of its own (marks repeat the call); % Hoechst-high responders; measured here: nuclear condensation Hoechst responders;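 share of cells brighter than vehicle mean plus two SD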
# MT stabilize HCS cytotoxicity % = also measured in MT stabilize HCS; calls as there; toxicity, %; measured here: cytotoxicity by cell density;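 0% = mean cell density of plate MIN control wells and 100% = no cells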
# Myeloid diff 2 GFP+ MAC1+ % = second read-out of Myeloid diff 2, no call of its own (marks repeat the call); GFP+ MAC1+ double positive, %; measured here: differentiation confirmed by MAC1 staining
# * marks the source's active call; other numbers are inactive results; i = inactive; . = not tested or not shown.
molecule,MT stabilize HCS cytotoxicity %,Lipid droplet cells 6.5 µM,Dynein transport nuclear GR-EGFP,T cell modulator,Dynein transport cytoplasmic EGFP,MT stabilize HCS,b-catenin transl cell count 5 µM,Myeloid diff 2 GFP+ MAC1+ %,Dynein transport cell count,MT stabilize HCS Hoechst-high %,human PMI inhibition,b-catenin transl,Insulin prom up cell count,Lipid droplet,Insulin prom up,TNAP activators,T cell modulator vesicle-bound %,Dynein transport,Myeloid diff 2
CCNC(=O)c1ccc(-n2nc(C)cc2-c2ccccc2)cc1,3.9,.,0.401,i,-0.185,1.2,1322,1.4,-0.822,2.0,8.4%,-0.6,1509,.,-0.58,1.1,7.4,0.363,i
CN(C)CC(O)CN(c1ccccc1)c1ccccc1 (stereo not drawn),.,725,-0.103,i,-0.225,.,1326,0.5,0.479,.,.,-0.9,1069,1.1,0.89,.,29.7,-0.228,i
CCOc1ccc(C(=O)NCc2ccccc2OC)cc1,9.1,639,0.599,i,-0.227,2.4,568,2.1,-0.739,2.2,4.2%,-2.1,1209,-6.4,0.46,1,28.8,1.06,i
O=C(O)C1CC(=O)N(c2ccc(OCc3ccccc3)cc2)C1 (stereo not drawn),4.4,801,0.745,i,-0.22,2.2,1076,1.4,-0.204,0.5,10.8%,0.5,852,-3.0,0.14,1.1,16.9,0.935,i
COc1cc(C(O)P(=O)(OC2CCCCC2)c2ccc(N(C)C)cc2)cc(OC)c1OC (stereo not drawn),12.6,.,-0.724,i,-0.247,4.3,922,0.8,0.614,2.2,-6.2%,-7.3,1164,.,0.27,1.1,48.2,-0.759,i
O=[N+]([O-])c1ccc2nc(CN3CCCCC3)[nH]c2c1,7.3,715,-0.155,i,-0.292,3.5,1030,0.1,0.257,1.5,6.8%,-1.0,1362,-11.9,-0.34,1.1,48.0,-0.575,i
S=C(c1ccc2c(c1)OCO2)N1CCCC1,2.8,740,-0.412,i,-0.143,2.7,.,1.0,0.717,1.8,10.3%,.,1260,4.5,0.74,1.1,10.4,-0.486,i
O=C(NC(NC1CCS(=O)(=O)C1)C(=O)c1ccccc1)c1ccc(Cl)cc1 (stereo not drawn),7.6,.,0.297,i,-0.0391,4.1,1310,2.0,-0.615,1.4,-7.3%,-0.6,1406,.,1.43,1,58.5,-0.259,i
O=C1C2C3C=CC(CO)(O3)C2C(=O)N1c1ccccc1-c1ccccc1 (stereo not drawn),12.9,.,-2.04*,i,2.22*,2.0,818,0.7,-0.234*,2.4,23.8%,-2.6,1155,.,0.89,1.1,18.8,-5.74*,i
Cn1ccnc1C(=O)c1ccc(S(=O)(=O)N2CCCC2)cc1,8.2,649,0.171,i,-0.34,3.4,1080,0.5,-0.375,2.1,-18.8%,0.2,1171,-3.4,-1.28,1.1,34.1,-0.289,i
Cc1ccc(S(=O)(=O)N(CC(=O)N2CCc3ccccc3C2)c2cccc(Cl)c2)cc1,7.0,693,-0.463,i,-0.212,0.8,1271,1.5,0.513,1.0,-6.5%,-2.0,.,-35.4,.,1.1,51.6,-0.668,i
COc1cccc(N2CCN(C(=S)Nc3cc(C)cc(C)c3)CC2)c1,1.0,647,2.08,i,-0.157,1.8,1237,0.3,-1.94,1.1,0.4%,-1.4,1438,-4.0,1.95,1.1,55.2,3.15,i
CN1C(=O)S/C(=C\c2ccccc2OCc2ccc(C(=O)O)cc2)C1=O,6.5,682,0.523,i,-0.134,2.6,.,0.2,-1.18,1.0,-15.8%,.,1215,5.5,0.06,1,67.6,0.721,i
Cc1onc(-c2ccccc2)c1C(=O)O/N=C(\N)c1ccc([N+](=O)[O-])o1,.,733,-0.439,i,-0.15,.,1106,0.7,-0.0595,.,.,-1.5,1189,-0.8,-0.42,.,34.1,-0.799,i
COC(=O)C1C(=O)C2=C(CC1C)NC(C)=C(C(=O)OC(C)C)C2c1ccc(OC)c(O)c1 (stereo not drawn),13.2,.,-0.641,i,-0.244,1.3,.,0.7,3.19,1.7,16.4%,.,.,.,.,1.1,23.2,-1.02,i

molecule,MT stabilize HCS cytotoxicity %,Lipid droplet cells 6.5 µM,Dynein transport nuclear GR-EGFP,T cell modulator,Dynein transport cytoplasmic EGFP,MT stabilize HCS,b-catenin transl cell count 5 µM,Myeloid diff 2 GFP+ MAC1+ %,Dynein transport cell count,MT stabilize HCS Hoechst-high %,human PMI inhibition,b-catenin transl,Insulin prom up cell count,Lipid droplet,Insulin prom up,TNAP activators,T cell modulator vesicle-bound %,Dynein transport,Myeloid diff 2
O=C(Nc1cccc(S(=O)(=O)N2CCCC2)c1)c1ccc2c(c1)OCO2,6.9,664,-0.268,i,-0.147,4.8,983,0.4,-0.595,1.4,11.1%,0.0,1280,-1.9,0.05,1,2.5,-0.536,i
Cc1ccc(S(=O)(=O)N2CCCCC2)cc1C(=O)OCC(=O)NC(=O)NC12CC3CC(CC(C3)C1)C2,7.5,535,-0.476,i,-0.302,4.1,525,0.6,0.587,2.1,4.1%,-0.9,1358,3.2,0.22,1,24.6,-0.186,i
Cc1cccc(NC(=O)Cn2nnc(C(=O)NCc3cccs3)c2N)c1C,3.8,.,-0.0249,i,-0.194,2.6,977,0.6,-0.361,0.7,-0.4%,-1.7,1394,.,1.36,1.1,46.4,0.352,i
COc1ccc(CCNC(=O)CCN2C(=O)C(C)Oc3ccc(C)cc32)cc1OC (stereo not drawn),4.8,.,0.548,i,-0.0561,2.8,1359,2.1,-0.642,1.7,-6.4%,0.5,1717,.,-0.6,1.1,33.2,1.17,i
CCn1c(Cc2ccccc2)nnc1SCC(=O)Nc1ccc(S(N)(=O)=O)cc1,4.7,748,-0.452,i,-0.248,3.3,.,4.0,1.55,2.2,-2.5%,.,.,6.4,.,1.1,6.0,-0.504,i
CCn1c2ccccc2c2cc(N)ccc21,6.1,.,0.226,i,-0.234,1.2,890,0.6,-0.64,1.8,3.1%,-4.6,894,.,-0.75,0.9,30.1,-0.0354,i
Cc1ccc(COc2ccc(/C=N/NC(=O)c3nnn(-c4nonc4N)c3COc3ccc(F)cc3)cc2)cc1,.,717,0.789,i,-0.247,.,1293,0.5,-0.284,.,.,1.8,1107,-4.2,-0.05,.,67.9,-0.00639,i
CCN(C(=O)c1ccco1)c1nc(CC(=O)Nc2ccc(Cl)cc2)cs1,5.2,.,-0.163,i,-0.257,5.3,1027,5.0,0.377,4.5,16.1%,-5.0,914,.,-2.57,1.1,10.8,-0.446,i
COc1cc(OC)cc(-c2nc3ccccc3c(=O)o2)c1,6.6,744,0.229,i,-0.244,3.3,1104,1.2,0.226,2.9,6.6%,0.1,.,-3.7,.,1.1,61.4,0.479,i
CCn1c(SCC(=O)Nc2nc(-c3ccccc3)cs2)nnc1-c1ccccc1O,6.5,764,-0.333,i,-0.259,1.3,1130,1.3,-0.242,1.0,6.6%,9.5,1270,1.2,0.46,1.1,32.7,-0.748,i
COCCn1nnnc1C(C(C)C)N(Cc1cccnc1)Cc1ccccc1Cl (stereo not drawn),6.5,694,-0.217,i,-0.217,1.8,.,0.7,0.0841,1.9,4.0%,.,1283,5.4,0.79,1.1,13.8,-0.588,i
COc1cccc(C2NC(=O)c3ccccc3O2)c1OC (stereo not drawn),10.0,.,-0.0831,i,-0.207,2.2,1100,1.0,0.575,1.9,3.1%,0.1,.,.,.,1.1,32.8,-0.226,i
CN(C)S(=O)(=O)c1cc(NC(=O)CN2CCN(c3ccccc3)CC2)ccc1Cl,10.0,654,-0.206,i,-0.26,4.8,1115,0.5,-0.289,3.4,8.4%,0.8,1522,-1.3,-0.65,1.1,6.8,-0.25,i
CC(=O)Nc1ccc(NC(=O)C2CCN(c3c(Cc4ccccc4)c(C)nc4ncnn34)CC2)cc1,9.5,.,1.14,i,-0.228,3.5,.,0.8,-0.834,1.8,.,.,.,.,.,.,43.5,1.54,i
N#C/C(=C\c1ccc(Cl)cc1)C(=O)Nc1cccnc1,.,748,-0.207,i,-0.272,.,1131,0.4,0.389,.,.,-2.4,1454,12.7,-0.56,.,11.8,-0.453,i
Cc1c(/C=C(\CC(=O)O)c2nc3ccccc3s2)cc(C#N)n1C,.,728,-0.0739,i,-0.283,.,1001,0.3,0.964,.,.,1.0,1410,-2.1,0.15,.,45.4,0.0677,i
COc1ccc(NC(=O)Nc2cc(C)ccc2OC(F)F)c(OC)c1,6.6,705,-0.512,i,-0.284,1.5,.,1.3,0.445,1.6,10.5%,.,.,-5.4,.,1.1,33.6,-1.22,i
CCOC(=O)N1CCN(C(=O)c2cccc(-n3c(=S)[nH]c4cc(Cl)ccc4c3=O)c2)CC1,0.7,.,0.858,i,-0.0821,4.3,1387,1.1,-0.753,2.0,-0.7%,2.3,1467,.,-0.68,1,52.8,0.945,i

# High-throughput results from PubChem BioAssay.
